Compound activity (PubChem BioAssay)
KCNH2 3.1 inh – blocks the human KCNH2 3.1 channel isoform; U2OS KCNH2 3.1, thallium flux FluxOr; stronger effect = lower value; activity change, % (tested at about 1.8 µM); 340,000 compounds, 0.95% hits; AID 720553;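 active means maximum activity change below -70%; inconclusive means maximum activity change from -70% to -50%; inactive means maximum activity change above -50%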;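 further: thallium influx rate constant from kinetic fluorescence after stimulation buffer; on the % scale 0 is the no-effect control and ±100 the full control effect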
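Steps: virus added to U2OS suspension (4 h, RT, dark); medium with 10% FBS added, cells plated, 37 C overnight; FluxOr/Red40 loading buffer 45 min RT; stimulation buffer, 2 min kinetic read; rate constant normalized.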
Mito fusion act – blocks mitochondrial division or promotes mitochondrial fusion. Potency, µM (highest dose often 46.1 µM), for inactives: top-dose growth rescue (activation), actives largely listed as activators. S. cerevisiae fusion-defective mutant growth rescue, CellTiterGlo 48 h. 320,000 compounds, 0.23% hits;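 further: potency means the concentration at half of the fitted maximal effect; % of control where 0% means no effect; nearly all actives have a fitted effect of over 45% in size; temperature-sensitive fusion mutants such as fzo1-1 at 37 °C on non-fermentable ethanol glycerol medium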
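Luminescent cell viability in 1536-well qHTS format served as the measure of rescued growth in ts fusion-mutant S. cerevisiae cultured on non-fermentable YPEG for 48 hours at 37C.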
Rab9 promoter act – Rab9 promoter activation; Potency, µM (titrated, usually from 9.22 µM), without a hit: at the top dose activation, negative = inhibition, actives largely listed as activators; AID 485297; Huh7 Rab9 promoter-luciferase reporter, luminescence, 24 h; 320,000 compounds, 2.8% hits; further: potency means the concentration at half of the fitted maximal effect; % of control where 0% means no effect; nearly all actives have a fitted effect of over 60% in size
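Stable Rab9-luc Huh7, 1500 cells/well, 2 h settle; cmpd in DMSO, 24 h, 37 °C/5% CO2; luciferase reagent 10 min RT; luminescence.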
VP16 counter – counter-screen for ROR gamma inhibitors: Gal4-VP16 reporter | Drosophila S2 Gal4-VP16 UAS-luciferase, luminescence, 20 h | Potency, µM (top dose mostly 53.6 µM), for inactives: at the top dose activity, negative = inhibition, usual class: inhibitors | 310,000 compounds, 3.5% hits;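 further: Gal4-VP16 expression switched on by copper sulfate through the metallothionein promoter; potency means the concentration at half of the fitted maximal effect; on the % scale 0 is the no-effect control and ±100 the full control effect; nearly all actives have a fitted effect of over 50% in size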
Menin MLL FP TR – menin-MLL binding inhibition, Texas Red mutant peptide; Menin + Texas Red MLL mutant peptide, fluorescence polarization; O00255; 270,000 compounds, 0.23% hits; Potency, µM (doses to about 61.6 µM), inactives show top-dose FP activity change, negative = inhibition, hits mostly inhibitors; active means well fitted inhibition curve with a large enough effect in the polarisation, with a control signal flat, not every such curve was filed as active; inconclusive means small, poorly fitted or top-dose-only effect, or effect the other way, or a change in a side signal; inactive means no such curve, though single readings can be large or run the other way; the % refers to the polarisation; further: potency means the concentration at half of the fitted maximal effect; % of control where 0% means no effect; many of its hits are not listed in these tables
ELG1 repair inh – ELG1-dependent DNA repair inhibition; Potency, µM (series often up to 46.1 µM), for inactives: at the highest dose activity change, negative = inhibition, actives largely listed as inhibitors; 330,000 compounds, 2.3% hits; HEK293T ELG1-luciferase reporter, luminescence, 16 h; DNA damage induced by 5-fluorouridine; further: potency means the concentration at half of the fitted maximal effect; on the % scale 0 is the no-effect control and ±100 the full control effect; nearly all actives have a fitted effect of over 55% in size
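HEK293T cells expressing luciferase-tagged ELG1 (2,000/well) received 5-Fluorouridine plus compound or DMSO for 16 hr at 37 °C. Luciferase was read by ONE-Glo luminescence after 30 min at room temperature.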
NPC1 promoter act – activates the NPC1 promoter; AID 485313; 320,000 compounds, 2.4% hits; Huh7 NPC1 promoter luciferase reporter, 24 h; Potency, µM (series often up to 9.22 µM), inactives show at the top dose activation, hits mostly activators;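 further: potency means the concentration at half of the fitted maximal effect; % of control where 0% means no effect; nearly all actives have a fitted effect of over 60% in size; reporter is driven by a mutant NPC1 promoter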
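Cells: Huh7 expressing luciferase under the NPC1 promoter, 1500/well. Seeded 2 h, compound added, incubated 24 h at 37 °C. Luciferase reagent, 10 min ambient, then luminescence.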
MBNL1-CUG inh – MBNL1-poly(CUG) RNA binding inhibition; Q9NR56; TR-FRET MBNL1-His/biotin-(CUG)12 binding, 665/545 ratio; Potency, µM (doses to about 57.5 µM), inactives show at the highest dose activity change, negative = inhibition, hits mostly inhibitors; 280,000 compounds, 0.036% hits; AID 2675; active means well fitted inhibition curve with a large enough effect in the signal ratio, with a control signal flat, not every such curve was filed as active; inconclusive means small, poorly fitted or top-dose-only effect, or effect the other way, or a change in a side signal; inactive means no such curve, though single readings can be large or run the other way; the % refers to the signal ratio; further: potency means the concentration at half of the fitted maximal effect; on the % scale 0 is the no-effect control and ±100 the full control effect
Target sequence (Q9NR56 whole entry, looked up): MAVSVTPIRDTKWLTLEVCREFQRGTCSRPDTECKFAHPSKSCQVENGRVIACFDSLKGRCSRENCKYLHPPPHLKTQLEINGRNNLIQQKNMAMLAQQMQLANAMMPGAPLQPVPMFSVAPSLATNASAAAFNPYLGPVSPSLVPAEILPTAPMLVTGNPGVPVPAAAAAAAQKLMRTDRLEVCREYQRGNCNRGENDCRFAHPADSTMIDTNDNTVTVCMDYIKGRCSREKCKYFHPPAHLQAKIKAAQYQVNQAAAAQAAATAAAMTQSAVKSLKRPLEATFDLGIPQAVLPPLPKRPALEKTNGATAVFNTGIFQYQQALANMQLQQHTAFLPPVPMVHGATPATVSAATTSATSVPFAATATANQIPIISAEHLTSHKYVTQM
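His-tagged MBNL1 binding to biotinylated (CUG)12 RNA was measured by TR-FRET using terbium anti-His antibody (0.055 ng/ul final) and streptavidin-XL665 (5 nM final). Compounds were titrated 92 nM to 58 uM; 60 min at room temperature.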
FLuc counter – counter-screen for miR-21 project: firefly luciferase inhibitors or activators; P08659; purified FLuc, Km substrates, luminescence inhibition; Potency, µM (doses to about 57.5 µM), for inactives: top-dose activity change, negative = inhibition, most hits filed as inhibitors; 360,000 compounds, 6.9% hits; AID 588342;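 further: potency means the concentration at half of the fitted maximal effect; plate controls were vehicle for no effect and reference inhibitor for full effect; nearly all actives have a fitted effect of over 55% in size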
Target sequence (P08659 whole entry, looked up): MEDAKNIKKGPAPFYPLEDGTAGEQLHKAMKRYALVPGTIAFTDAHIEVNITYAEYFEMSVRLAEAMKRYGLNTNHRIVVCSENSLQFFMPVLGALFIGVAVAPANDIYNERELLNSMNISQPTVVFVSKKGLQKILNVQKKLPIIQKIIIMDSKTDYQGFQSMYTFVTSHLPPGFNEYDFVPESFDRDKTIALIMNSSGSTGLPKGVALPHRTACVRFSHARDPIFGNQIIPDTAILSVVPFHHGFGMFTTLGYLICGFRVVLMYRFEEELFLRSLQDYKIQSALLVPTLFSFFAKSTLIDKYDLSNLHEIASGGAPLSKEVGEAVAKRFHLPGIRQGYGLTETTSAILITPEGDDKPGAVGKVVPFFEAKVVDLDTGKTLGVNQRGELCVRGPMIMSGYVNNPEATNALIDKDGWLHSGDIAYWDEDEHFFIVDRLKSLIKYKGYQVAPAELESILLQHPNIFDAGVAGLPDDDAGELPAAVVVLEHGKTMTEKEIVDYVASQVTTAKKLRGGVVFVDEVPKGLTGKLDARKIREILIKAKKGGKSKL
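Biochemical qHTS of compounds, final roughly 60 µM downward over six points, against 10 nM purified firefly luciferase using Km concentrations of substrates (10 uM D-luciferin, 10 uM ATP) in Tris acetate pH 7.5 buffer; luminescence output.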
PKM2 activator – PKM2 (human) enzyme activation; purified PKM2, Kinase-Glo ATP luminescence, activation; response scale: 0% is enzyme alone, no compound; 260,000 compounds, 0.34% hits; Potency, µM (series often up to 57.5 µM), for inactives: top-dose activation, hits mostly activators; P14618; further: potency means the concentration at half of the fitted maximal effect; on the % scale 0 is the no-effect control and ±100 the full control effect; nearly all actives have a fitted effect of over 55% in size
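hPK-M2, >95% pure; 0.1 mM ADP / 0.5 mM PEP final; imidazole pH7.2 buffer w/ 7 mM MgCl2, 50 mM KCl; 1 h RT; Kinase-Glo lum. Intermediate enzyme activity for dual inhibitor/activator qHTS.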
RORg inh – inhibitors of mouse ROR gamma transcriptional activity | P51450 | Drosophila S2 Gal4-RORgamma UAS-luciferase reporter, 20 h | Potency, µM (titrated, usually from 53.6 µM), inactives show at the highest dose activity change, negative = inhibition, most hits filed as inhibitors | 310,000 compounds, 5.4% hits; further: potency means the concentration at half of the fitted maximal effect; on the % scale 0 is the no-effect control and ±100 the full control effect; nearly all actives have a fitted effect of over 60% in size
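In this cell-based reporter format, copper sulfate (700 uM final) drives Gal4–ROR gamma fusion expression from a metallothionein promoter in Drosophila Schneider cells; compounds preincubated 1 hr, reporter read after 20 hr at ambient temperature.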
* = called active by the depositor; ? = inconclusive; . = not tested or not shown; & = joins results of further samples; [ ] = another dose, or the depositor's remark. Unless noted, the call rests on the fitted dose curve; in most records, active means well fitted curve in the direction sought with a large enough effect; inconclusive means small, poorly fitted or top-dose-only effect, or another doubt; inactive means no such curve, though single readings can be large; an effect the other way counts as inactive or inconclusive. Some of the compounds tested; count on the stated rates, not on these rows.

SMILES	KCNH2 3.1 inh	Mito fusion act	Rab9 promoter act	VP16 counter	Menin MLL FP TR	ELG1 repair inh	NPC1 promoter act	MBNL1-CUG inh	FLuc counter	PKM2 activator	RORg inh
Cc1ccc(C(C(=O)NCc2ccc(F)cc2)N(C(=O)c2csnn2)C2CC2)o1 (stereo unspecified)	10	0%	6%	-1%	-2%	1%	-1%	-4%	4%	-18%	26%
O=C(O)CSCC(=O)NCc1ccc(Cl)cc1	14	3%	7%	12%	-6%	-4%	-3%	-2%	1%	-5%	-17%
Cc1nonc1C1CCCN1C(=O)c1cc(COc2ccc(F)cc2F)on1 (stereo unspecified)	-16	-3%	2.2µM*	18%	16%	?	?	7%	9.5µM*	4%	?
CCOc1ccc(C(O)Cc2nc3ccccc3n2C)cc1 (stereo unspecified)	-4	-4%	?	-9%	-3%	?	28%	7%	-11%	-3%	12%
CCc1nnc2c3cnn(-c4ccccc4)c3ncn12	-4	-1%	?	?	17%	?	?	-5%	?	-18%	-2%
CCCCOC(=O)Nc1sc2nc(C)cc(C)c2c1-n1cccc1	-2	-1%	-7%	-9%	-1%	22%	-1%	5%	-2%	-5%	-10%
CCOC(=O)N1CCN(C(=O)c2cn(C)c(=O)c3c2c2ccccc2n3C)CC1	-8	1%	-6%	0%	-2%	?	-1%	-4%	1%	0%	-16%
O=C(NCc1ccc(Cl)cc1)C1CCN(S(=O)(=O)c2cccnc2)CC1	4	12%	-1%	?	-3%	-6%	-2%	2%	2%	.	-14%
Cc1ccc2sc(-c3ccc(NC(=O)/C=C\C(=O)O)cc3)nc2c1	-7	10%	2.8µM*	7%	5%	?	?	?	0.95µM*	-12%	-8%
COc1cc(=O)n(C)c2c(OCC3OC(C)(C)OC3(C)C)cccc12 (stereo unspecified)	-3	-1%	6%	4%&-13%	7%&-1%	23%	16%	-8%	-17%	-1%	18%&8%
CCN(CC(=O)Nc1c(F)cccc1F)C(=O)/C=C/c1ccc(C)cc1	12	2%	?	.	.	?	?	.	19µM*	.	.
CC(C)CNC(=O)C(=O)NNC(=O)c1ccco1	-13	-6%	-10%	-1%	13%	-6%	0%	16%	4%	3%	-25%
O=C(COc1ccc(Cl)cc1Cl)NN=C1c2ccccc2-c2ccccc21	1	0%	-3%	-1%	1%	?	2%	12%	5%	2%	-30%
O=C(Nc1ccc(-c2nc3cc(Cl)ccc3c(=O)o2)cc1)c1ccco1	9	-12%	0%	6%	34%[activator]	9%	-2%	?	7%	3%	1%
O=C(Cc1ccccc1)Nc1scc(-c2ccccc2)c1C(=O)N1CCOCC1	-5	0%	4%	4%	-1%	-8%	1%	0%	0%	-1%	-1%
CN1CC(=O)N(CC(=O)Nc2ccc(Cl)c(C(F)(F)F)c2)C1=O	2	1%	6%	0%	15%	3%	-4%	2%	2%	-1%	36%
Cc1ccccc1OCCC(=O)OCC(=O)NCCc1ccccc1	2	1%	2%	.	.	16%	-4%	.	-8%	.	.
Cc1cccc(N2CCN(C(=O)C3CC(=O)N(c4ccc5c(c4)OCCO5)C3)CC2C)c1 (stereo unspecified)	-1	-15%	-3%	.	.	?	-3%	.	-1%	.	.
CCCOc1ccc(N2CC(C(=O)Nc3ccccc3F)CC2=O)cc1 (stereo unspecified)	-14	-1%	2%	-6%	2%	-2%	-1%	-7%	3%	-7%	25%
Cc1cccc(Nc2nc(-c3cccs3)cs2)n1	-6	15%	2.5µM*	?	3%	?	?	17%	2.1µM*	5%	?
Cc1cccc2cc(CN(Cc3cccnc3)C(=O)c3cccs3)c3nnnn3c12	.	-3%	2%	0%	-11%	8%	-1%	0%	0%	0%	4%
O=C(CN1C(=O)C2CCCCC2C1=O)Nc1nc(-c2ccccn2)cs1 (stereo unspecified)	-23	-2%	-7%	-10%	4%	?	-1%	0%	-14%	4%	?
COc1cc2c(cc1OC)CN(c1nc(CN3CCCC3)nc3sc(C)c(C)c13)CC2	-4	-4%	-2%	-7%	-27%	?	3%	-1%	-2%	-9%	?
Cc1ccc(C)c(S(=O)(=O)N2CCCOC2CNC(=O)C(=O)NCc2ccco2)c1 (stereo unspecified)	-10	-1%	2%	-5%	2%	-23%	-3%	-2%	2%	11%	3%
Cc1nn(CC(=O)Nc2ccc(C(=O)N(C)C)cc2)c(=O)c2ccccc12	-7	-1%	0%	-5%	-18%	-7%	-3%	4%	0%	-4%	16%
COc1ccc2c(=O)c(-c3ccccc3)c(C)oc2c1	0	5%	22%	-2%	-11%	?	-2%	-6%	?	0%	?
COc1ccc(-n2nnnc2SCC(=O)c2ccc(O)c(O)c2)cc1	17	-5%	-12%	2%	?	5%	-18%	2%	2%	16%	5%
CN1Cc2c(N3CCOCC3)nc3sc(C#N)c(N)c3c2CC1(C)C	3	-1%	-1%	-3%	.	?	-5%	9%	0%	-1%	13%
C=CCn1cc(C(=O)N2CCN(c3ccccc3)CC2)c(=O)c2cc(S(=O)(=O)N3CCCC3)ccc21	12	1%	-3%	1%	.	-1%	-6%	3%	1%	.	16%
CSC1=NC(=O)/C(=C/c2ccc(SC)cc2)S1	-4	2%	6%	-28%	11%	?	-1%	11%	9.5µM*	5%	-36%
COCCNC(=O)C(OC(=O)c1ccco1)c1ccccc1Cl (stereo unspecified)	-15	1%	3%	.	-13%	-5%	-9%	-5%	0%	-6%	.
COc1ccc2oc(C(=O)NC3CCCCC3)c(C)c2c1	-1	2%	3.2µM*	?	.	?	3.2µM*	3%	5.4µM*	-7%	24%
CCC(C)c1ccc(NC(=O)c2ccco2)cc1 (stereo unspecified)	-3	-1%	0.32µM*	7.9µM*	10%	?	0.14µM*	2%	0.43µM*	-13%	20µM*
Cc1ccc(NN2C(=O)C=C(c3ccccc3)C2=O)cc1	-5	2%	-5%	5µM*	-1%	?	0%	-3%	?	26%	3.5µM*
CC1(C(=O)OCC(=O)Nc2cccc(S(=O)(=O)NC3=NCCCCC3)c2)CC1(Cl)Cl (stereo unspecified)	-15	0%	-3%	1%	1%	4%	5%	-1%	-16%	2%	26%
O=C(NCC1CCCO1)c1ccc2nc(N3CCCCC3)sc2c1 (stereo unspecified)	6	11%	?	?	-25%	?	2µM*	-19%	17µM*	-5%	7.1µM*
Cc1c(N)cc(C(=O)N2CCOCC2)cc1[N+](=O)[O-]	0	-1%	-10%	?	-6%	-2%	-1%	-1%	-1%	0%	3%
CCOc1ccc(C2C(C#N)=C(N)N(N(C)C)C3=C2C(=O)CC(C)(C)C3)cc1 (stereo unspecified)	-4	6%	2%	-4%	-1%	9%	-5%	2%	0%	.	4%
COc1ccc(OCCCC(=O)Nc2cc(S(=O)(=O)N3CCCCC3)ccc2C)cc1	2	3%	-1%	.	.	?	4%	.	.	.	.
CCOc1cc(/C=C2\C(=O)N(Cc3ccco3)C(C)=C2C(=O)OC)ccc1O	-13	-2%	-1%	-7%	7%	-16%	-8%	2%	-5%	21%	-44%
COc1ccc(-c2nn(CCC(=O)O)cc2/C=N/NC(N)=S)cc1	16	-3%	3%	-12%	.	17%	-5%	.	1%	-8%	-35%
CCn1c(CNC(=O)c2ccco2)nnc1SCC(=O)c1ccccc1	19	-5%	-9%	21%	2%	-17%	-2%	-12%	0%	0%	-1%
Cc1ccccc1S(=O)Cc1ccc(C(=O)N2CCN(C(=O)c3ccco3)CC2)o1 (stereo unspecified)	2	-3%	-4%	-2%	.	-1%	-6%	1%	0%	.	-10%
COc1ccc(C(=O)Nc2ccc(S(=O)(=O)Nc3onc(C)c3C)cc2)cc1OC	8	-2%	-3%	-5%	1%	4%	0%	-8%	5%	11%	12%
O=C(NCCCN1CCCCCC1)C1CC(=O)N(CCc2ccccc2)C1 (stereo unspecified)	0	1%	7%	2%	-20%	9%	-1%	-6%	-1%	-8%	3%
COc1cccc(C2=NOC(C(=O)Nc3cccc(C(C)=O)c3)C2)c1OC (stereo unspecified)	17	3%	19%	-20%	5%	?	-1%	-9%	-15%	-15%	-35%
